# High-throughput results deposited in PubChem by Dana-Farber Cancer Institute and Novartis Institutes for BioMedical Research (Cambridge, Mass).
# USP10 inh – inhibitors of human USP10 deubiquitinase. inhibition, % at 20 µM. purified USP10, Ub-rhodamine fluorescence, 60 min. AID 1645856, 2021. 47,000 tested, 1.1% active. Ubiquitin carboxyl-terminal hydrolase 10 (Homo sapiens), Q14694
# USP8 inh – inhibitors of human USP8 deubiquitinase | 47,000 tested, 4.2% active | purified USP8, Ub-rhodamine cleavage fluorescence, 30 min | AID 1645853, 2021 | Ubiquitin carboxyl-terminal hydrolase 8 (Homo sapiens), P40818 | inhibition, % at 20 µM
# OTUD3 inh – inhibitors of human OTUD3 deubiquitinase; OTU domain-containing protein 3 (Homo sapiens), Q5T2D3; purified OTUD3, Ub-rhodamine fluorescence, 2 h; inhibition, % at 25 µM; 47,000 tested, 0.7% active
# USP28 inh – inhibitors of human USP28 deubiquitinase | Ubiquitin carboxyl-terminal hydrolase 28 (Homo sapiens), Q96RU2 | purified USP28, Ub-rhodamine cleavage fluorescence, 30 min | inhibition, % at 25 µM | 47,000 tested, 3% active | AID 1645857, 2021
# Target sequence (Q96RU2 whole entry, looked up): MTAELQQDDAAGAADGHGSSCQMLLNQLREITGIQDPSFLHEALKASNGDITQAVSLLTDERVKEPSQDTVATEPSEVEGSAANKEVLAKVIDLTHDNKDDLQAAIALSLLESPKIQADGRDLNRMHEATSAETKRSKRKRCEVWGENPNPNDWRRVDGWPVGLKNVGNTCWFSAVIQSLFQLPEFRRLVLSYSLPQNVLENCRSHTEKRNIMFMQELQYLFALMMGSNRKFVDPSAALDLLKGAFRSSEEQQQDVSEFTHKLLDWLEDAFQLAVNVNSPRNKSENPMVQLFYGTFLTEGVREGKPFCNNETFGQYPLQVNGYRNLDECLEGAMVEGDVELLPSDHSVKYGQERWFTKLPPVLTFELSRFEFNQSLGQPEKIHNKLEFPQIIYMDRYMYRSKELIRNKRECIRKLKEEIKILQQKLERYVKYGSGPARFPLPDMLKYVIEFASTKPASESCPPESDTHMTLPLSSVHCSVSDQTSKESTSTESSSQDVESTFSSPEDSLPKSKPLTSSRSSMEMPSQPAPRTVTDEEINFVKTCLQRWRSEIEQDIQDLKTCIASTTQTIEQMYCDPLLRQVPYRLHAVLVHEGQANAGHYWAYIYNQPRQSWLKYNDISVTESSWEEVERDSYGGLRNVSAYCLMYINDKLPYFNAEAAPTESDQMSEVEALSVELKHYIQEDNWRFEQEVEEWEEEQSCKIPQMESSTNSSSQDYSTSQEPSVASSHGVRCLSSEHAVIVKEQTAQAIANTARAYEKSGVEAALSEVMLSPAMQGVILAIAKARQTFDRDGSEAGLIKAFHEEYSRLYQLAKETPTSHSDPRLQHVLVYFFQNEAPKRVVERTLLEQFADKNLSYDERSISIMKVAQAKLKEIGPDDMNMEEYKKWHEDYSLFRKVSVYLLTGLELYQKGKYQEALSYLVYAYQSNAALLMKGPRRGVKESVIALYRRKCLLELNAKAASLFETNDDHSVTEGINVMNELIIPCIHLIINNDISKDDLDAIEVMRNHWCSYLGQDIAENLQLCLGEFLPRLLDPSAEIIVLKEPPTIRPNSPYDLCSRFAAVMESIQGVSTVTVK
# USP17 block – inhibitors of human USP17 deubiquitinase; purified USP17, Ub-rhodamine cleavage fluorescence, 3 h; 47,000 tested, 6.5% active; Ubiquitin carboxyl-terminal hydrolase 17-like protein 5 (Homo sapiens), A8MUK1; inhibition, % at 50 µM
# UCHL1 block – inhibitors of human UCHL1 deubiquitinase; purified UCHL1, Ub-rhodamine cleavage fluorescence; inhibition, % at 20 µM; AID 1645859, 2021; 47,000 tested, 0.2% active; Ubiquitin carboxyl-terminal hydrolase isozyme L1 (Homo sapiens), P09936
# USP30 block – inhibitors of human USP30 deubiquitinase; Ubiquitin carboxyl-terminal hydrolase 30 (Homo sapiens), Q70CQ3; purified USP30, Ub-rhodamine cleavage fluorescence; inhibition, % at 25 µM; 47,000 tested, 5.3% active
# USP7 block – inhibitors of human USP7 deubiquitinase | purified USP7, Ub-rhodamine cleavage fluorescence | inhibition, % at 20 µM | 47,000 tested, 0.3% active | AID 1645854, 2021
# Active calls of the source: *; i = inactive; . = no result given. No stated cut-off is given here; in the data, active means inhibition above about 30%; inactive means the rest.
SMILES,USP10 inh,USP8 inh,OTUD3 inh,USP28 inh,USP17 block,UCHL1 block,USP30 block,USP7 block
CN(C[C@H](O)c1cccc(O)c1)C(=O)c1ccc2c(c1)OCC(=O)N2Cc1cccc(F)c1,0,-4,5,2,-2,0,22,7
CCc1cc(C2CCCN2C(=O)c2c(-c3ccccc3Cl)noc2C)on1 (stereo not drawn),3,-18,-1,-6,0,-1,6,-2
Cc1nc(NC(=O)c2coc(NC(=O)c3ccccc3)n2)sc1C,-2,29,-110,-116,-98,-2,-398,-3
CCN(CC)c1ccc(NC(=O)c2cnn3c(C(F)F)cc(-c4ccc(OC)cc4)nc23)cc1,3,11,8,11,16,3,14,-1
O=c1[nH]c(=O)c2c(-c3ccc(-c4ccccc4)cc3)ccnc2[nH]1,-4,76*,5,-4,17,-7,45*,11
Cc1ccc(-c2cc(C(=O)N3CCC(C)CC3)c(C)[nH]2)cc1,-1,2,0,.,-87,2,.,-21
COc1ccc(NS(=O)(=O)c2cc(NC(=O)c3ccccc3F)ccc2N2CCCC2)cc1,-5,6,1,-6,2,0,1,1
COc1ccc(CN2CCC(NC(=O)C3CCC3)C2)cn1 (stereo not drawn),-8,-5,-12,-9,-8,-7,-15,-3
COc1ccc(OCCn2c(=O)c(C#N)c3n(c2=O)CCC3)cc1,-1,20,-32,-45,-22,-7,-127,-3
CCc1ccc(C(C(=O)NC2CCCC2)N(Cc2ccc(OC)cc2)C(=O)c2ccco2)cc1 (stereo not drawn),10,0,14,8,7,3,21,-23
CC(C)N1CC[C@@H]2[C@H]1C(=O)NC[C@H](CCC(=O)Nc1ccccc1)N2C,1,2,-1,-100,-52,1,-23,-2
CCCc1cc(N2CCNC(=O)CC2c2ccccc2)n2ncnc2n1 (stereo not drawn),-4,18,18,9,11,0,17,2
COc1ccccc1C(c1c(NC(C)=O)sc2c1CCCC2)N1CCN(CCO)CC1 (stereo not drawn),-8,-11,-17,-10,-11,-1,-12,-16
COc1ccc(N2CCCS2(=O)=O)cc1NC(=O)c1ccccc1OC,-8,-3,-2,35*,11,0,0,0
CCN1Cc2c(C(=O)N3CC=CC3)ncn2-c2ccccc2S1(=O)=O,-3,-16,-11,-17,-34,3,-71,-7
N#Cc1ccc(C(=O)OCC(=O)N2CC(=O)Nc3ccccc32)cc1,-4,-234,6,12,-12,0,0,0
Cc1ccc(-c2nc(N3CCCC(O)C3)ncc2-c2cnccn2)s1 (stereo not drawn),-5,18,-27,-24,73*,0,-139,-9
Cc1nc(-n2[nH]c(C)c(CC(=O)N3CCCC3)c2=O)sc1C,2,-373,4,-11,-63,0,-5,1
COc1c2nc3ccccc3oc-2cc(=O)c1OC,2,58*,1,7,71*,21,-13,-13
CC1(C)CC(=O)c2cnc(NCc3ccco3)nc2C1,-1,19,6,1,8,0,4,-25
Cn1c(=O)c2c(SCC(=O)N3CCCC3)nc(-c3ccccc3F)nc2n(C)c1=O,2,-24,-2,-9,-9,-1,-11,-1
CCc1ccc(C(=O)Nc2ccc(OC)c(OC)c2)cc1,1,-1,1,20,12,1,1,2
O=C(/C(=C/c1cccs1)c1ccccc1)N1CCN(c2ncc(C(F)(F)F)cc2Cl)CC1,9,19,5,9,11,9,13,15
Nc1c(Cl)cccc1-c1c[nH]cc1Cl,-8,-26,-11,-15,-12,-3,-35,0
O=[N+]([O-])c1cccc(-c2noc(CN3CCCC3)n2)c1,0,-120,7,1,-2,0,6,-14
Cc1ccccc1-c1nnc(-c2ccc(C(=O)N(C)C(C)c3ccccc3)cc2)o1 (stereo not drawn),6,3,0,-7,5,0,-7,1
O=C(NC1CCCCC1)C1CN(S(=O)(=O)c2ccc(F)cc2F)CC12CCOCC2 (stereo not drawn),0,0,6,6,5,0,8,1
CN(Cc1ccccc1)S(=O)(=O)c1cc2c(cc1Cl)NC(=O)CO2,-6,-8,-36,-6,-21,-1,-246,8
CC(=O)N1Cc2ccccc2OC2(CCN(CC(=O)Nc3c(C)cc(C)cc3C)CC2)C1,-1,-26,-9,-22,-20,-2,-32,-1
O=C(Cn1cnc(NC(=O)c2ccccc2)n1)Nc1cccc(F)c1,-1,-5,-8,-5,-7,-3,-20,0
Nc1c(-c2ccsc2)cnn1-c1ccc(Cl)cc1Cl,4,-3,-4,-4,-10,-2,-6,-10
Cc1cc(C)n(-c2ccc(C(=O)Nc3nc(C)c(C)s3)nn2)n1,0,-164,-3,-10,-3,0,1,0
CC(=O)N1CC2ON=C(c3ccccc3C)C2C1 (stereo not drawn),0,11,6,-1,0,1,18,4
CC(=O)c1cccc(NC(=O)CNC(=O)c2cc3ccccc3o2)c1,8,-12,-1,0,-4,2,-65,3
Cc1ccc(N2CC(C(=O)NCc3nc(C)no3)CC2=O)cc1 (stereo not drawn),0,19,9,8,11,0,9,4
c1ccc(-c2cc(CC3(NC4CCC4)COC3)no2)nc1,-5,-34,-27,-37,.,-4,-160,-8
Cn1c(CN2CCOCC2)nnc1SCc1ccc(F)cc1,-2,3,0,0,4,-1,7,0
CCNC(=O)N1CCC(c2nc3ccc(-c4cccc(F)c4)cn3n2)CC1,-1,12,2,9,2,1,18,0
O=C(NC1CC1)c1nc(C(=O)N2CCN(c3ccccc3)CC2)cs1,1,2,11,4,-3,4,4,3
CC(C)(C)CC(=O)N1C[C@@H]2c3nc(NCC4CC4)ncc3CS(=O)(=O)[C@@H]2C1,1,-1,-2,0,-2,-3,10,-4

# Individual results from the list.
# Cn1c(=O)c2c(SCC(=O)N3CCCC3)nc(-c3ccccc3F)nc2n(C)c1=O in USP28 inh reads -9
# CC(=O)N1Cc2ccccc2OC2(CCN(CC(=O)Nc3c(C)cc(C)cc3C)CC2)C1 in USP10 inh reads -1
# Nc1c(Cl)cccc1-c1c[nH]cc1Cl in OTUD3 inh reads -11
# CC(=O)N1CC2ON=C(c3ccccc3C)C2C1 (stereo not drawn) in USP28 inh reads -1
# CCNC(=O)N1CCC(c2nc3ccc(-c4cccc(F)c4)cn3n2)CC1 in OTUD3 inh reads 2

# The list goes on.
SMILES,USP10 inh,USP8 inh,OTUD3 inh,USP28 inh,USP17 block,UCHL1 block,USP30 block,USP7 block
O=C(Nc1cccc(F)c1)C1CCN(C(=O)c2cc(-c3ccncc3)n[nH]2)CC1,3,27,15,15,14,4,14,6
O=C(Nc1ccc2c(c1)OCO2)c1sc2cc(Cl)ccc2c1Cl,5,-2,-4,-10,-7,-3,-5,7
CC(=O)Nc1onc(C)c1-c1ccc(C)c(S(=O)(=O)Nc2ccc(F)cc2)c1,1,14,8,13,-1,3,14,4
CC(=O)N1CCc2cc(CNC(=O)NC34CC5CC(CC(C5)C3)C4)ccc21,-2,-26,-14,-15,-9,-1,-11,3
Cn1cc(/C=C/c2nc3ccccc3c(=O)n2-c2ccc([N+](=O)[O-])cc2)c2ccccc21,2,-15,-10,-26,-23,0,-67,-23
Cc1nn(C)c(C)c1S(=O)(=O)N1CCN(C(=O)Cc2ccc(Cl)cc2)CC1,1,3,-4,-5,-2,0,-17,2
C#CCn1c(SCc2c(Cl)cccc2Cl)nc(CCC)c1CCC,15,-5,16,15,15,7,12,9
COc1cccc(CNC(=O)c2ccc(N3CCc4ccccc43)s2)c1OC,-6,-15,6,11,12,0,2,4
Cc1cccc(Nc2cc(C3CCN(C(=O)c4ccncn4)CC3)ccn2)n1,1,-15,-4,-9,-16,-1,-10,0
CCOc1cc2c(cc1OCC)C(c1c(OC)ccc3ccccc13)NCC2 (stereo not drawn),-5,-9,10,8,0,1,38*,-6
O=C(Nc1ccccc1F)c1ccc(C(=O)c2ccccc2)cc1,2,-45,1,13,35*,3,13,-8
COC(C)(C)C(=O)N1CCCC1c1ncc(Cc2ccc(F)cc2)o1 (stereo not drawn),0,-2,6,6,4,0,0,-1
Cc1cc(-c2ccc(S(=O)(=O)NC3CC3)s2)on1,0,0,-3,3,-5,-1,3,0
O=C(C1CCC1)N1C[C@H]2C[C@H]3[C@](C1)(CN(Cc1cccc(Cl)c1)S3(=O)=O)O2,0,12,8,11,4,2,18,1
Cc1ccc(-c2ncc(C(=O)NCc3cccc(C)c3)c(-c3ccncc3)n2)cc1,-1,18,-196,-165,-164,-32,i,-23
O=C(c1n[nH]c2c1CCN(Cc1ccccc1)C2)N1CCOCC1,1,-71,-3,-1,.,1,-5,1
COc1ccc(CNC(=O)[C@H](CCSC)NC(=O)N2CCn3c2nc2ccccc23)cc1,1,3,1,-3,9,1,44*,-8
Fc1ccccc1N1CCN(c2ncnc3nc[nH]c23)CC1,4,18,5,4,17,2,30,1
COc1cc(NC(=O)C(C)(C(F)(F)F)C(F)(F)F)cc(OC)c1OC,-9,-3,-18,-18,-10,-5,-36,-3
Cc1ccc(-c2noc(C3CCN(C(=O)CN4C(=O)COc5ccccc54)CC3)n2)cc1,3,-10,-4,4,4,0,-5,2

# Sorted by the number under USP10 inh (falling): 6 from the list above.
SMILES,USP10 inh,USP8 inh,OTUD3 inh,USP28 inh,USP17 block,UCHL1 block,USP30 block,USP7 block
O=C(c1n[nH]c2c1CCN(Cc1ccccc1)C2)N1CCOCC1,1,-71,-3,-1,.,1,-5,1
CN(C[C@H](O)c1cccc(O)c1)C(=O)c1ccc2c(c1)OCC(=O)N2Cc1cccc(F)c1,0,-4,5,2,-2,0,22,7
Cc1nc(NC(=O)c2coc(NC(=O)c3ccccc3)n2)sc1C,-2,29,-110,-116,-98,-2,-398,-3
CCOc1cc2c(cc1OCC)C(c1c(OC)ccc3ccccc13)NCC2 (stereo not drawn),-5,-9,10,8,0,1,38*,-6
COc1cccc(CNC(=O)c2ccc(N3CCc4ccccc43)s2)c1OC,-6,-15,6,11,12,0,2,4
COc1cc(NC(=O)C(C)(C(F)(F)F)C(F)(F)F)cc(OC)c1OC,-9,-3,-18,-18,-10,-5,-36,-3

# (list continues)
SMILES,USP10 inh,USP8 inh,OTUD3 inh,USP28 inh,USP17 block,UCHL1 block,USP30 block,USP7 block
CN(C)C1CCN(C(=O)c2cc(-c3ccn(C4CCCC4)n3)n3ccccc23)C1 (stereo not drawn),-6,-138,-41,-31,-65,-3,-196,-29
CCCCc1ccc(NC(=O)COC(=O)c2cccnc2Nc2cccc(C(F)(F)F)c2)cc1,7,0,-4,-7,4,2,3,6
CC(NC(=O)Cc1cccc(F)c1)C(=O)Nc1nc2ccccc2[nH]1 (stereo not drawn),0,8,14,9,-1,0,12,1
O=C(NC1CCCC1)C1CCN(c2cc(N3CCCCC3)ncn2)CC1,1,9,8,11,11,4,18,6
COc1ccc(-c2csc(C)n2)cc1S(=O)(=O)N1CCC2(CC1)OCCO2,3,-2,6,3,0,2,9,4
